Screening results deposited in PubChem by several laboratories.
HTRA1 inh: inhibitors of human serine peptidase HTRA1; 0.5% of 340,000 active; recombinant HTRA1, FP-rhodamine activity-based probe, fluorescence polarization; inhibition, % at 5.96 µM; in the data active means inhibition above about 36%;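 further: 0% = enzyme with DMSO and 100% = wells lacking enzyme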
TCR CD3 inh: inhibitors of human TCR-CD3 interaction; TAMRA-labeled TCR probe fluorescence, biochemical; inhibition, % at 9.4 µM; 0.37% of 360,000 active; AID 651800; in the data active means inhibition above about 19%;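 further: recombinant mutant TCR 2C K166C tagged with TAMRA read by polarization; 0% = receptor in buffer alone and 100% = receptor with positive control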
NPR2 activator: GC-B (human) receptor activation. P20594. HEK293-GC-B cells, CNP EC30, cGMP TR-FRET; 0% at EC30 CNP, 100% saturating CNP. activation, % at 10 µM. 0.11% of 370,000 active. AID 1920062;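 active means activation at 10 µM reaching about 35% in either raw or pattern-adjusted values, limit read from the data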
mABHD4 FP: ABHD4 (mouse) inhibition, primary FP screen; purified mABHD4, FP-Rh probe fluorescence polarization; inhibition, % at 8.92 µM; 0.54% of 370,000 active; AID 720543;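 active means inhibition exceeding the mean over every tested compound plus 3 SD, cut at about 30% in these data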;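 further: 0% = plate median of compound wells and 100% = S159A mutant with DMSO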
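Assay system: wild-type mouse ABHD4 protein; compound: single nominal dose of 8.92 µM, 0.89% DMSO final; schedule: 45 min + 60 min at 25 °C; measured by: FP readout, ex 525 nm / em 598 nm; evaluation: % inhibition of FP-Rh probe binding versus controls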
TDP2 inh: TDP2 (human) inhibition, absorbance primary screen | 0.34% of 370,000 active | recombinant TDP2, T5PNP hydrolysis, p-nitrophenol absorbance 415 nm | AID 720702 | inhibition, % at 12.8 µM;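 active means inhibition above the mean of all tested compounds plus 3 SD, set per campaign, cut at about 25% in these data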;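 further: 0% = DMSO with enzyme and 100% = buffer with substrate but no TDP2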
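test system = human TDP2 enzyme | input = TDP2 enzyme at 120 nM final | medium = 50 mM Tris-HCl pH 7.5 with Mg2+, KCl, DTT, BSA | also added = T5PNP substrate, 5 mM | times = 2 h at 37 °C | technique = epi absorbance | benchmarks = high control without enzyme, low control DMSO plus TDP2 | replication = each compound tested once, singlicate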
LEDGF integ inh: blocks HIV-1 LEDGF/p75-dependent DNA integration | TR-FRET IN-LEDGF/p75 DNA integration, Eu/Cy5 | inhibition, % at 3.7 µM | 0.64% of 370,000 active | AID 743269;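 active means inhibition above the screen-wide mean plus 3 SD, cut at about 13% in these data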;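 further: signal is the Cy5 over europium emission ratio at 671 and 618 nm; 0% = plate median of compound wells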
rCAG RNA binder: r(CAG) repeat RNA binding; inhibition, % at 3 µM; 1.3% of 370,000 active; AID 651821; TO-PRO-1 dye displacement fluorescence;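 active means inhibition above the plate cutoff, the mean of all test compounds on that plate plus 3 SD, cut at about 35% in these data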;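 further: 0% = DMSO alone and 100% = 100 µM mitoxantrone as full dye displacement; higher means more dye released from RNA so lower well fluorescence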
PRMT1 inh: inhibitors of human PRMT1 | Q99873 | recombinant PRMT1, activity-based probe fluorescence polarization | inhibition, % at 2.79 µM | 1.3% of 370,000 active | AID 652257;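 active means inhibition above about 21% made by adding two undisclosed values, limit read from the data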
SIAE inh: blocks human sialic acid acetylesterase; inhibition, % at 9.66 µM; Q9HAT2; SIAE FP-Rh probe binding, fluorescence polarization; 0.69% of 370,000 active;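 active means inhibition above a cutoff: mean of compounds within the control limits plus 3 SD of those, cut at about 17% in these data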;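 further: 0% = plate median of compound wells and 100% = probe without SIAE protein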
Target sequence (Q9HAT2 whole entry, looked up): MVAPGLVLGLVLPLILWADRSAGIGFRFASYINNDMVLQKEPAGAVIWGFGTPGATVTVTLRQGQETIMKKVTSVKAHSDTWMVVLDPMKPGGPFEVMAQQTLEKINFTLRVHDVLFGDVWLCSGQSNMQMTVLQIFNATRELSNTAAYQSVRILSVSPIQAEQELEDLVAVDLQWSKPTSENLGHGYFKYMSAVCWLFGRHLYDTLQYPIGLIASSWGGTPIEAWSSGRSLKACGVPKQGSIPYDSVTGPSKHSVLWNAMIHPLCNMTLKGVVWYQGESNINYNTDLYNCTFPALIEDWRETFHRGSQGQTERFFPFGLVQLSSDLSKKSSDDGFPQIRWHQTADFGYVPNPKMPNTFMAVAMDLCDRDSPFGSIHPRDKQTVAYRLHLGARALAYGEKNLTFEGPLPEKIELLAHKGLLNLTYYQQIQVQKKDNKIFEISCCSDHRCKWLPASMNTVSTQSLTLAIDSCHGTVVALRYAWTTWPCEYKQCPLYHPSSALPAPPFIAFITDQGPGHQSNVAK
MBD2 DNA inh: blocks human MBD2 binding to methylated DNA; inhibition, % at 4.4 µM; TR-FRET, MBD2 binding to methylated oligonucleotide; AID 686964; Q9UBB5; 0.31% of 370,000 active; in the data active means inhibition above about 13%
Target sequence (Q9UBB5 whole entry, looked up): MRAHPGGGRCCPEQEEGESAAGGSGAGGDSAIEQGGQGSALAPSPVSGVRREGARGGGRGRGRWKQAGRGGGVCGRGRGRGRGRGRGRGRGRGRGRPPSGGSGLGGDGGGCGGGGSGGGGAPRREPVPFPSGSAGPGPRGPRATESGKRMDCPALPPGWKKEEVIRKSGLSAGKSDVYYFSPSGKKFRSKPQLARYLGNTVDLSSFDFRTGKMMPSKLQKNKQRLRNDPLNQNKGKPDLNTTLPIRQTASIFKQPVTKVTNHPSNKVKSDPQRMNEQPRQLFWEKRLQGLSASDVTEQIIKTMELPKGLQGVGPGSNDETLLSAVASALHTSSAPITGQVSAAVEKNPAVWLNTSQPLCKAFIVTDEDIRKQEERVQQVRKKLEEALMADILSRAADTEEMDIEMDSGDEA
Numbers without * were called inactive; · = no result given. A portion of the library; the hit share may differ from the screen's.

nr | molecule | HTRA1 inh | TCR CD3 inh | NPR2 activator | mABHD4 FP | TDP2 inh | LEDGF integ inh | rCAG RNA binder | PRMT1 inh | SIAE inh | MBD2 DNA inh
1 | CC(C)(C)c1ccc(-c2n[nH]c(=S)n2CCCN2CCOCC2)cc1 | 3 | 4 | -8 | 3 | 12 | -1 | -5 | -5 | 0 | -4
2 | COC(=O)CCC(=O)OC1(C)C(=O)C2=CN(C(CO)CO)C(c3ccc(OC)cc3)=CC2=C(Br)C1=O (stereo unspecified) | · | 3 | -1 | 13 | 18 | 4 | 11 | 6 | 6 | -4
3 | Cc1ccc(C(=O)OCC(=O)N(CCc2ccccc2)Cc2ccccc2)cc1S(=O)(=O)N1CCOCC1 | -20 | -4 | 4 | 1 | -1 | 0 | 4 | -1 | -3 | -1
4 | CCOC(=O)C1CCCN(C(=O)c2cc(Nc3ccc(OC)cc3OC)nc3ccccc23)C1 (stereo unspecified) | 9 | -9 | -3 | 7 | -8 | 2 | 1 | -2 | 4 | 6
5 | CN(C)S(=O)(=O)c1ccc(N2CCCC2)c(C(=O)NNC(=O)COc2ccc(Cl)cc2)c1 | -3 | 1 | 3 | 8 | -3 | 2 | -1 | 1 | 3 | 3
6 | Cc1ccc(S(=O)(=O)N2C[C@H]3C(=O)C[C@@H](c4ccccc4F)N(S(=O)(=O)c4ccc(C)cc4)[C@H]3C[C@H]2c2cccc3ccccc23)cc1 | -51 | 7 | 4 | -2 | 15 | 0 | 12 | -1 | -7 | 0
7 | COC(=O)C1=C(NC(C)=O)CCS1 | 2 | 2 | 2 | -4 | -4 | 0 | 0 | 2 | 1 | 1
8 | CN(C)S(=O)(=O)c1ccc(C(=O)Nc2ccc(S(=O)(=O)NC3=NCCCCC3)cc2)cc1 | 2 | 4 | 3 | -4 | -8 | -1 | -2 | -4 | 6 | -1
9 | COc1cc(/C=N/N=C2\CC3CCC2(C)C3(C)C)ccc1O (stereo unspecified) | -1 | 3 | 5 | -3 | -3 | -3 | -8 | -1 | 5 | 0
10 | Cc1onc(-c2c(F)cccc2Cl)c1C(=O)NC(=S)Nc1c(C)n(C)n(-c2ccccc2)c1=O | -1 | 2 | 5 | 2 | -1 | 0 | -6 | -1 | -1 | 0
11 | COc1ccc(OC)c(S(=O)(=O)N(C)CC(=O)O)c1 | 8 | 1 | 7 | 2 | 8 | -1 | 1 | -3 | 3 | -3
12 | CCOC(=O)c1c(S(=O)(=O)NCC(=O)Nc2ccc(F)cc2)c(C)n(C)c1C | -6 | 0 | -1 | 2 | 3 | 2 | -3 | -4 | 7 | -3
13 | O=C(COC(=O)C1(c2ccccc2F)CCCC1)NCc1cccs1 | -5 | 4 | 2 | -3 | -9 | 2 | -6 | 0 | 1 | -1
14 | O=S(=O)(Nc1nc2ccccc2nc1Cl)c1ccc2c(c1)OCCO2 | 3 | 5 | -2 | -1 | 13 | 2 | 11 | -3 | 15 | 3
15 | O=C(NCc1cccs1)C1CCC(=O)N1C1CCCCC1 (stereo unspecified) | 7 | -5 | 2 | 2 | -7 | -1 | 1 | 1 | -3 | -2
16 | O=C(NCc1ccccc1)C1=C[C@@H](c2ccccc2)C[C@@H](OCCCCO)O1 | -21 | -8 | -2 | 0 | 6 | 0 | 9 | 2 | 8 | 3
17 | O=C1Nc2ccccc2-n2nnnc2C1N1CCc2ccccc2C1 (stereo unspecified) | · | 12 | -2 | 2 | -4 | -3 | 3 | -2 | 0 | -2
18 | CC1(C)CC(Cc2nc(=S)[nH][nH]2)C(=O)O1 (stereo unspecified) | 2 | -11 | 3 | -14 | -9 | -1 | 3 | 9 | -1 | 2
19 | Cc1ccc(NC(=O)NC(=O)CSc2nnnn2C)c(C)c1 | 3 | 8 | -4 | 0 | 8 | 1 | -1 | 0 | 1 | -4
20 | O=C(O)/C=C/C(=O)Nc1ccc(-n2nccc2C(F)(F)F)cc1 | -3 | 7 | 2 | 3 | 0 | -1 | 1 | 5 | 1 | -4
21 | Cc1cccc(C)c1NC(=S)NCc1ccccc1 | 7 | 4 | -3 | 0 | -6 | -1 | -2 | 1 | 4 | 4
22 | COc1ccccc1C(=O)N(Cc1ccc(C)o1)C1CCS(=O)(=O)C1 (stereo unspecified) | -2 | 1 | 0 | -3 | -5 | 2 | -3 | -2 | -6 | -4
23 | CCN(CC)S(=O)(=O)c1cccc(C(=O)N2CCCCC2)c1 | 2 | 3 | 7 | 2 | 5 | 2 | 0 | 2 | 5 | 0
24 | Cc1ccc2c(CSc3nc4ccccc4c(=O)n3CCCO)cc(=O)oc2c1 | -15 | -1 | -4 | 6 | -7 | -4 | 4 | 3 | -1 | -3
25 | CCOc1ccc(N(C(C)C(=O)N/N=C(\C)c2cccc(NC(=O)c3ccccc3)c2)S(C)(=O)=O)cc1 (stereo unspecified) | -4 | -1 | -3 | -5 | -3 | 0 | 2 | -3 | -3 | -5
26 | O=C(c1ccc(-c2ccccc2Cl)o1)N1CCN(c2ccccc2O)CC1 | -20 | -6 | 4 | 7 | -1 | 0 | 2 | 1 | 10 | 1
27 | CCOc1ccc(C2CC(c3ccccc3)Nc3nc(N)nn32)cc1 (stereo unspecified) | -2 | -10 | 3 | -11 | -16 | 4 | 3 | 0 | -6 | -6
28 | COc1ccc(C(C)=O)cc1CN1C(=O)NC2(CCCCC2C)C1=O (stereo unspecified) | 5 | 0 | 6 | -2 | -1 | 0 | 0 | -2 | 3 | 2
29 | Cc1ccccc1NC(=O)CCNS(=O)(=O)c1ccc2c(c1)CCC(=O)N2 | -2 | 6 | -1 | -11 | -3 | 3 | -1 | 1 | 0 | -2
30 | COc1ccccc1C(O)(c1ccccc1)c1ccccc1OC | 1 | -8 | -14 | -1 | -10 | 0 | 0 | 0 | 2 | -2
31 | CCCOc1ccc(C(=O)N2CCN(Cc3ccc4c(c3)OCO4)CC2)cc1 | 4 | 7 | -7 | 1 | 6 | -3 | -8 | 0 | 0 | 5
32 | COc1ccccc1N1CCN(C(=O)c2oc3ccc(Br)cc3c2C)CC1 | 0 | 7 | -3 | -6 | -2 | -2 | 0 | -2 | 3 | -2
33 | Cc1ccc2c(C)cc[n+](CCCS(=O)(=O)[O-])c2c1 | 3 | -6 | 2 | -4 | -7 | 3 | 0 | -2 | 5 | -3
34 | COc1ccc(CN(C(=O)c2cc3ccccc3oc2=O)C2CCS(=O)(=O)C2)cc1OC (stereo unspecified) | 1 | -2 | -1 | -1 | 16 | 1 | 0 | 3 | -3 | 3
35 | C=CCN1c2ccc(Br)cc2C(=O)CS1(=O)=O | -82 | -17 | 4 | -73 | -6 | -2 | 66* | -1 | -21 | -5
36 | COc1ccc(C(=O)N/N=C/c2c(C)[nH]c(=O)[nH]c2=O)cc1 | -1 | -6 | -2 | 6 | 14 | -2 | -2 | 2 | 12 | 0
37 | COc1ccc(/C=C2\SC(=S)N(CCC(=O)NCCc3ccc(O)cc3)C2=O)cc1 | -12 | 5 | -2 | -11 | 2 | 4 | 8 | -2 | -59 | 2
38 | CCOc1ccc(Nc2nc3ccccc3n2C)cc1 | 8 | 3 | -1 | 5 | 1 | -4 | -1 | -1 | 7 | 1
39 | Cc1nnc(NC2CCCCC2)[nH]c1=O | 2 | 4 | 0 | 10 | 6 | 0 | 3 | -1 | 1 | -1
40 | C[C@H](CO)N1C[C@H](C)[C@@H](CN(C)C(=O)NC2CCCCC2)Oc2ccc(NS(=O)(=O)c3ccccc3)cc2C1=O | 3 | 10 | -3 | 6 | 9 | 1 | -5 | -1 | 3 | -7
41 | O=S(=O)(NC1CCSc2ccccc21)c1ccc(Cl)nc1 (stereo unspecified) | -10 | 0 | 5 | 4 | 28* | 2 | 0 | -2 | -2 | 2
42 | CCC(=O)N1CCN(c2ccc(NC(=O)c3ccco3)cc2Cl)CC1 | 3 | 0 | -2 | -2 | 1 | -2 | -7 | -1 | -3 | 3
43 | COC(=O)c1ccc(NC(=O)N2CCCC(C(=O)c3ccccc3OC)C2)cc1 (stereo unspecified) | -11 | 10 | 0 | -2 | -5 | 3 | -5 | 1 | -6 | -1
44 | CN(C)c1ccc(C(=S)NC2CCCCC2)cc1 | 6 | 11 | 1 | 5 | -6 | 1 | -2 | 2 | 8 | 1
45 | COC(=O)C1CCN(C(=O)c2cc(S(=O)(=O)N3CCCCC3)ccc2Cl)CC1 | 2 | 7 | 2 | 4 | -4 | 2 | 0 | -5 | 0 | 0

(cont.)
no.	SMILES	HTRA1 inh	TCR CD3 inh	NPR2 activator	mABHD4 FP	TDP2 inh	LEDGF integ inh	rCAG RNA binder	PRMT1 inh	SIAE inh	MBD2 DNA inh
46	CN(c1ccc(OCC(=O)OCC(=O)Nc2ccccc2)cc1)S(=O)(=O)c1cccs1	-8	-3	-3	5	13	1	1	-2	-4	1
47	Cc1ccc(NC(=O)NCc2cccnc2)cc1	-3	-4	4	-6	-4	-2	-2	3	-2	1
48	Cc1cccc(-n2c(N)cc(=O)nc2SCC(=O)Nc2ccccc2)c1	2	-11	1	0	-3	-3	7	5	3	3
49	O=c1cc(-c2cccc([N+](=O)[O-])c2)[nH][nH]1	5	-4	3	20	71*	22*	3	1	5	5
50	COc1ccc(-c2c(C(=O)c3ccccc3)[nH]c(N)c2C(=O)NCc2ccccc2)cc1OC	·	9	5	3	-11	-6	3	-2	6	-2
51	Cc1nnc(NC(=O)CSc2nnc(CNC(=O)c3ccc(S(=O)(=O)N(C)C)cc3)o2)s1	-1	4	1	-4	-3	0	7	-3	-5	-3
52	CCOc1ccccc1/C=C(\C#N)C1=CCCC1	-2	4	0	-2	11	0	3	1	-7	-5

Seven entries picked at random from the list so far, as already listed:
no.	SMILES	HTRA1 inh	TCR CD3 inh	NPR2 activator	mABHD4 FP	TDP2 inh	LEDGF integ inh	rCAG RNA binder	PRMT1 inh	SIAE inh	MBD2 DNA inh
47	Cc1ccc(NC(=O)NCc2cccnc2)cc1	-3	-4	4	-6	-4	-2	-2	3	-2	1
51	Cc1nnc(NC(=O)CSc2nnc(CNC(=O)c3ccc(S(=O)(=O)N(C)C)cc3)o2)s1	-1	4	1	-4	-3	0	7	-3	-5	-3
46	CN(c1ccc(OCC(=O)OCC(=O)Nc2ccccc2)cc1)S(=O)(=O)c1cccs1	-8	-3	-3	5	13	1	1	-2	-4	1
50	COc1ccc(-c2c(C(=O)c3ccccc3)[nH]c(N)c2C(=O)NCc2ccccc2)cc1OC	·	9	5	3	-11	-6	3	-2	6	-2
48	Cc1cccc(-n2c(N)cc(=O)nc2SCC(=O)Nc2ccccc2)c1	2	-11	1	0	-3	-3	7	5	3	3
52	CCOc1ccccc1/C=C(\C#N)C1=CCCC1	-2	4	0	-2	11	0	3	1	-7	-5
49	O=c1cc(-c2cccc([N+](=O)[O-])c2)[nH][nH]1	5	-4	3	20	71*	22*	3	1	5	5
